# Compound activity from PubChem BioAssay.
# CDK5 inh – inhibitors of human CDK5/p35 kinase, primary screen, biochemical, single concentration. Recombinant CDK5/p35, ADP-Glo luminescence, 60 min. inhibition, % at 10 µM. 0.01% of 330,000 active. Cyclin-dependent kinase 5 (Homo sapiens) + Cyclin-dependent kinase 5 activator 1 (Homo …;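 active means highest replicate inhibition of at least 50% and at least 75% of replicates reaching 50%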;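 further: plate controls were DMSO neutral control for no effect and GW8510 at 10 µM for full effect; many of its hits are not listed in these tables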
# V-ATPase pHluor – regulators of yeast V-ATPase proton pumping, primary screen, pHLuorin cytosolic pH fluorescence | S. cerevisiae | response, % at 10 µM | 0.37% of 350,000 active | AID 504577, 2011; in the data active means response mostly above about 7.3%, no sharp cut-off; inactive means mostly below about 5.4%; further: actives read high; inactives centre near 0; some compounds called inactive have numbers as strong as hits
# dFosB act – activators of delta FosB homodimer, primary screen, biochemical, fluorescence polarization, TAMRA-CDK5 oligo, single point; activation, % at 25 µM; 0.99% of 340,000 active; Protein FosB (Mus musculus), P13346; AID 493131, 2011; purified delta FosB; percent of positive-control signal above neutral wells;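 active means mean activation above about 17%, with every replicate also reaching it, limit read from the data, passing the limit was not always enough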;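 further: fluorescence polarization rise as delta FosB binds a TAMRA Cdk5 AP-1 oligo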
# Target sequence (P13346 whole entry, looked up): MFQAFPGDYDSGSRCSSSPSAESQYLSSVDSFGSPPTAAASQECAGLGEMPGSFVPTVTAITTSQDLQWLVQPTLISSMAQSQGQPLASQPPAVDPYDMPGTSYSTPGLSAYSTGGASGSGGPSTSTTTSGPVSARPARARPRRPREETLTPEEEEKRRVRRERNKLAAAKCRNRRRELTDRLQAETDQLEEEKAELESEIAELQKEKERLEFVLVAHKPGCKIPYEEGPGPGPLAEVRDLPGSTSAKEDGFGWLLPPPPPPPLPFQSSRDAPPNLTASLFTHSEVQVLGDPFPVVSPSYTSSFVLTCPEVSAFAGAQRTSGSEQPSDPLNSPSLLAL
# Tat transport – E. coli Tat export inhibitors, primary screen, MC4100, TorA-mCherry reporter, fluorescence, single point. inhibition, % at 10 µM. 0.036% of 340,000 active. AID 488895, 2010;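 active means mean replicate inhibition at least 50% and at least half of replicates individually reaching 50%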;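 further: exported cargo escapes ClpAP degradation while cytoplasmic cargo is degraded and loses fluorescence; 0% = median of neutral control wells and 100% = median of NaSCN control wells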
# RTF Ca sens act – cardiac RTF calcium sensitivity activators, primary screen, biochemical, IANBD-TnC fluorescence, EC20 calcium | Troponin I, cardiac muscle (Homo sapiens) + Troponin T, cardiac muscle (Homo sapiens) + … | 0.24% of 340,000 active | activation, % at 7.2 µM | IANBD-labeled TnC RTF fluorescence at EC20 calcium; 0% EC20 calcium, 100% full calcium;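 active means activation above the mean over all tested compounds plus 3 SD, cut at about 30% in these data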;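 further: rise in fluorescence read as greater calcium sensitivity of cardiac thin filaments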
# Rtt109 HAT inh – inhibitors of C. albicans Rtt109/Vps75 HAT, primary screen, biochemical, ThioGlo CoA-SH fluorescence, plate reader; inhibition, % at 34.9 µM; Histone acetyltransferase RTT109 (Candida albicans (strain SC5314 / ATCC MYA-2876)), …; 0.16% of 330,000 active; purified Rtt109/Vps75, 4 h; AID 540336, 2011;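 active means inhibition of at least 50% in every replicate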
# Target sequence (Q5AAJ8 whole entry, looked up): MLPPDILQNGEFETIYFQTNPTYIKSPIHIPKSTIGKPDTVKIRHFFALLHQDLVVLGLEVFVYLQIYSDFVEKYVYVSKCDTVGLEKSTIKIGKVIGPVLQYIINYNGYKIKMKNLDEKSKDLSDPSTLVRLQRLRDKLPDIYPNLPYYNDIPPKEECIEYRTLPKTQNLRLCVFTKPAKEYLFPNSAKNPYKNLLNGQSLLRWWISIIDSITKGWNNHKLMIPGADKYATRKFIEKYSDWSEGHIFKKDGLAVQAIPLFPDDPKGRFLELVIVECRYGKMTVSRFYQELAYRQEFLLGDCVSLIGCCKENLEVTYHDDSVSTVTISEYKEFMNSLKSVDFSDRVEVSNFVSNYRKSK
# CAL PDZ FP-1 – untagged CAL PDZ binding inhibitors, primary screen, biochemical, fluorescence polarization, HTS; Golgi-associated PDZ and coiled-coil motif-containing protein (Homo sapiens), Q9HD26; AID 602252, 2012; inhibition, % at 24.9 µM; purified CAL PDZ, TMR-peptide fluorescence polarization, 1 h; 0.92% of 300,000 active;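 active means mean inhibition of at least 30% with at least half of replicates also reaching 30%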;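 further: 0% = DMSO neutral control and 100% = excess unlabeled competitor peptide PRC23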
# Wnt bcat act – Wnt/beta-catenin pathway activators, primary screen, cell-based, plate reader, single point | Wnt/beta-catenin reporter cell assay, activator | activation, % at 9.35 µM | 1.2% of 300,000 active; in the data active means activation above about 30%, passing the limit was not always enough;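 further: 0% = neutral control wells and 100% = positive control wells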
# CAL PDZ FP-2 – CAL PDZ peptide-binding inhibitors, primary screen, biochemical, fluorescence polarization, Cer-tagged CAL PDZ, HTS; 0.02% of 330,000 active; AID 504414, 2011; purified CAL PDZ, TMR-peptide fluorescence polarization, 1 h; inhibition, % at 20 µM; Golgi-associated PDZ and coiled-coil motif-containing protein (Homo sapiens), Q9HD26;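 active means highest replicate inhibition of at least 40%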;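 further: plate controls were DMSO neutral control wells for no effect and unlabeled competitor peptide control wells for full effect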
#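 Control set: unlabelled peptide and DMSO controls / Material: purified CerCALP PDZ construct / Timing: 1 h incubation at room temperature before polarization reading / Doses: 20 µM, one dose / Detection: fluorescence polarization (mP)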
# MITF TRPM1 HTS – activators of MITF-driven TRPM1 promoter reporter, primary screen, cell-based, SK-MEL-5, luciferase, single point | SK-MEL-5 TRPM1-promoter luciferase, 24 h; % of positive control, neutral wells = 0 | activation, % at 12.5 µM | 0.75% of 300,000 active | AID 588334, 2011;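 active means mean activation of at least 80% with every replicate also reaching 80%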;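 further: 0% = neutral control wells and 100% = parthenolide positive control wells; values of inactives mirror those of a sister screen read the other way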
# Active calls of the source: *; · = not tested or not shown. The order is random; any-hit rate near 4.1%.
SMILES,CDK5 inh,V-ATPase pHluor,dFosB act,Tat transport,RTF Ca sens act,Rtt109 HAT inh,CAL PDZ FP-1,Wnt bcat act,CAL PDZ FP-2,MITF TRPM1 HTS
O=S(=O)(c1ccc2nnn(OCc3ccccc3)c2c1)N1CCOCC1,0.3,1.4,-1.0,2.5,7.8,1.2,0.2,0.4,-2.5,-2.6
COC(CNC(=O)c1ccc2c(c1)nc(C)n2-c1cccc(F)c1)OC,3.4,1.4,-10.7,-1.0,-2.1,-10.2,-2.8,·,-2.8,-8.2
CCN(CC)C(=O)C1CCCN(Cc2ccccc2)C1 (stereo not given),-0.6,0.5,-3.2,2.1,-1.9,-4.5,-3.6,-3.0,-3.3,-7.1
CCCCN(CCCC)c1cn[nH]c(=O)c1Cl,1.4,-1.8,-0.2,2.7,-2.3,-1.1,-3.3,-1.5,-1.5,-10.4
CC1(C)Cn2c(nnc2-c2cccc(O)c2)S1,-2.3,·,-7.7,0.5,-1.9,-11.4,3.0,·,·,6.8
O=C1NC(=S)SC1=Cc1ccc2c(c1)OCO2,0.9,-1.7,0.6,-6.4,5.1,-11.0,-4.0,2.6,0.1,1.6
O=S(=O)(NC1CCCCCCC1)c1ccccc1F,0.0,-0.6,-3.7,-0.8,3.3,7.5,-8.2,4.3,-0.5,5.5
CC1CCCN(C(=O)c2cccc(S(=O)(=O)N3CCCC3)c2)C1 (stereo not given),-8.0,2.5,-1.7,-0.8,1.6,-5.1,-2.7,3.9,-2.6,3.9
Cc1noc(C)c1S(=O)(=O)NCc1ccc(CN(C)C)cc1,-3.5,2.2,-12.4,2.9,-2.2,0.4,-0.5,-3.6,-3.1,2.5
COc1ccc(-c2nnc(SCc3ccc(C(=O)O)cc3)n2N)cc1,-0.7,3.3,5.2,-2.5,-1.7,-12.1,2.4,-2.5,-0.7,8.8
CCCCn1c(SC(C)C(N)=O)nc2cc(C(=O)OC)ccc2c1=O (stereo not given),-0.6,-3.5,-2.9,-10.8,-2.9,4.7,-6.5,·,-4.5,-7.9
O=[N+]([O-])c1ccc(SCc2c(F)cccc2Cl)nc1,4.2,0.4,-1.2,32.4,0.6,-0.6,1.4,8.3,-0.9,·
O=C(Nc1ccc2cn[nH]c2c1)c1ccc(S(=O)(=O)N2CCOCC2)cc1,3.2,-0.6,-7.2,1.6,1.9,-6.7,-0.6,-1.3,-2.8,-33.0
COc1ccc(-c2csc(C(C#N)=C(O)CSc3nccn3C)n2)cc1OC,0.7,-5.5,-10.8,14.8,2.7,11.1,-5.9,0.0,-1.5,-0.8
Cc1cc(C(=O)O)ccc1NCc1cccnc1,1.0,1.6,-0.1,-3.5,5.8,-5.6,2.6,-1.2,-1.5,-2.6
Cc1nc(NC2=NCN(CCCN3CCOCC3)CN2)nc2c(C)cccc12,0.7,-1.8,31.6*,-4.6,-9.9,33.2,-0.5,-2.2,-3.5,-35.2
CCCCCNC(=O)C(C)Sc1ccc(Cl)cc1 (stereo not given),-0.5,1.2,-2.3,-8.6,3.8,-0.8,·,·,-3.0,9.1
COc1ccc(CNC(=O)Cn2cccc2C(=O)c2ccccc2)cc1,-0.9,4.2,-3.2,1.4,4.0,-0.5,-1.3,7.1,-3.0,67.7
CC(C)=CCCC(C)CN1CCC(n2nccc2NC(=O)c2cccnc2)CC1 (stereo not given),1.0,-1.4,-2.0,-1.7,-3.7,6.7,-5.3,1.0,-1.0,-9.1
c1ccc(-c2[nH]ncc2CN2CCN(Cc3ccc4c(c3)OCO4)CC2)cc1,-2.4,0.7,-11.3,-12.6,6.8,-19.2,-2.9,2.9,0.6,·
COC1CCN(C(=O)C2CCC(=O)N(CCc3cccc(F)c3)C2)CC1 (stereo not given),-1.7,2.1,4.8,7.2,-6.0,17.4,7.3,6.2,-3.9,7.7
Cc1nc2c(ccc3nc(NC(=O)c4ccc(S(=O)(=O)N(C)C)cc4)sc32)s1,0.8,0.0,-10.1,-10.5,0.8,-3.8,-1.5,0.8,-0.6,-16.1
O=S(=O)(c1ccccc1)N(c1ccccc1)S(=O)(=O)c1ccccc1,2.6,3.7,-14.9,0.1,-4.6,7.2,11.6,-0.8,-0.3,-0.6
COc1cc(C(=O)Nc2nc(-c3cc(C)ccc3C)c(C)s2)ccc1OCC(=O)Nc1ccc(F)cc1,-0.4,0.7,-5.8,-1.0,1.1,-2.6,0.7,-2.8,0.3,-25.8
CCc1ccc(OCC(=O)Nc2ccc(CN3CCCCC3)cc2)cc1,0.0,-5.8,-6.0,5.8,-2.3,·,-0.9,-11.3,-1.8,11.8

# In a second layout: entries from further up
# Sequence of screens – CDK5 inh, V-ATPase pHluor, dFosB act, Tat transport, RTF Ca sens act, Rtt109 HAT inh, CAL PDZ FP-1, Wnt bcat act, CAL PDZ FP-2, MITF TRPM1 HTS
O=[N+]([O-])c1ccc(SCc2c(F)cccc2Cl)nc1
→ 4.2, 0.4, -1.2, 32.4, 0.6, -0.6, 1.4, 8.3, -0.9, ·
O=C(Nc1ccc2cn[nH]c2c1)c1ccc(S(=O)(=O)N2CCOCC2)cc1
→ 3.2, -0.6, -7.2, 1.6, 1.9, -6.7, -0.6, -1.3, -2.8, -33.0
COc1ccc(-c2csc(C(C#N)=C(O)CSc3nccn3C)n2)cc1OC
→ 0.7, -5.5, -10.8, 14.8, 2.7, 11.1, -5.9, 0.0, -1.5, -0.8

# Next section
SMILES,CDK5 inh,V-ATPase pHluor,dFosB act,Tat transport,RTF Ca sens act,Rtt109 HAT inh,CAL PDZ FP-1,Wnt bcat act,CAL PDZ FP-2,MITF TRPM1 HTS
CC(=O)[C@@]1(O)CCC2C3CC[C@H]4C[C@@H](O)CC[C@]4(C)C3CC[C@@]21C (stereo not given in full),-0.1,2.8,-2.4,1.1,3.2,-1.7,4.6,-0.5,-0.1,10.3
C=CCNC(=O)c1onc(CSc2cccc(OCC)c2)c1C(=O)O,0.3,0.2,6.6,-5.3,-0.4,-4.4,-3.7,-0.8,-1.0,-5.7
Cc1nn(CC#N)c(=O)n1-c1ccccc1F,2.8,-2.5,-0.3,-7.8,-3.9,·,-1.0,-0.5,-1.4,-1.9
COc1ccc(C(=O)CSc2nnc3ccccn23)cc1OC,-3.8,2.6,-7.6,-9.6,2.3,-3.2,·,-0.9,-0.1,9.2
COc1ccc(C2=NN(CCC(=O)NC3CCC(C)CC3)C(=O)CC2)cc1 (stereo not given),0.2,-1.4,-14.6,6.2,-2.1,-0.3,-8.7,-2.0,-1.3,6.8
OC(COc1ccccc1)CN1CCCCCC1 (stereo not given),0.7,-0.5,-4.1,-5.0,4.9,10.8,4.9,-0.8,-0.4,7.8
O=C(OCC(=O)N1CCCc2ccccc21)c1ccc(F)c(S(=O)(=O)N2CCOCC2)c1,0.6,-2.9,1.2,11.7,-4.0,-1.6,-20.8,0.5,-2.2,-10.2
CN1C(C)(C)CC(=NOC(=O)c2ccccc2)CC1(C)C,-2.8,-1.6,5.6,-6.3,-9.6,-21.6,61.7*,10.2,-0.4,·
Cc1ccc2nc(-c3ccccc3)c(CN3CCN(c4ccccc4F)CC3)n2c1,-0.7,-0.5,-3.7,13.8,-7.0,0.6,0.9,4.8,-2.3,1.1
Cc1cc(N2CCN(S(=O)(=O)Cc3ccccc3)CC2)n2ncnc2n1,-0.8,-0.1,0.0,-4.1,-5.0,-7.9,-2.4,·,-0.6,-9.0
CC(C)(C)OC(=O)C(Cc1ccc(OC(C)(C)C)cc1)NC(=O)CNC(=O)OCc1ccccc1 (stereo not given),-0.6,0.6,-6.6,24.8,-7.5,7.2,·,-4.4,-0.1,-6.6
S=C1SCCN1Cc1ccccc1,-2.2,-3.5,1.2,1.3,1.8,-3.3,-2.5,1.2,0.3,-3.4
COc1ccccc1N(C)S(=O)(=O)c1ccc(C(=O)NCC(C)C)cc1,-1.3,0.7,-15.1,-0.4,1.8,-4.3,0.0,·,-0.5,-8.6
CC(C)(C)OC(=O)C[C@H]1C/C=C\C[C@H](CC(=O)N[C@H](CO)Cc2ccccc2)C(=O)N[C@@H](Cc2ccccc2)COC1=O,-0.1,-0.5,-11.6,-3.4,-5.8,7.2,-0.8,-1.3,-0.3,0.0
CC(=O)N1CCN(c2ccc(Oc3ccc([N+](=O)[O-])c(C(F)(F)F)c3)cc2)CC1,0.8,2.3,-17.3,-3.7,-3.3,-0.7,-3.3,·,1.3,-15.8
COc1ccc(OCCN2C(=O)NC3(CCc4ccccc4C3)C2=O)cc1 (stereo not given),0.6,3.7,-0.3,-2.4,-1.4,-3.9,2.0,4.1,-0.3,-10.3
CCc1ccc(C(=O)N2CCN(c3ccc(F)cc3)CC2)s1,-4.6,2.6,-2.1,5.3,8.9,-2.8,·,·,-2.0,6.5
O=C(CN(CC1CCCO1)C(=O)CNS(=O)(=O)c1ccccc1)NCc1ccc(F)cc1 (stereo not given),-2.2,-3.0,-8.2,-4.9,-7.7,0.5,-4.4,-1.1,-0.9,7.4
CC(O)c1nc2ccccc2n1C1CCCCC1 (stereo not given),-0.1,-4.5,1.3,-5.2,1.9,·,-19.4,·,-2.9,-5.6
CCOC(=O)c1[nH]c2cc(OC)c(OC)cc2c1NC(=O)c1nonc1C,-0.8,-1.6,-5.7,3.4,3.7,4.6,-2.5,-6.5,-1.5,·
CC(=O)C(N=Nc1ccccc1)(Sc1nnc(-c2ccccc2)n1-c1ccccc1)C(=O)Nc1ccccc1 (stereo not given),0.1,-2.2,-12.2,-7.5,-3.4,-3.9,0.9,-0.4,0.0,-11.4
COc1cc(CN(C(=S)NCC(=O)N2CCCC2)C2CCCC2)cc(OC)c1OC,-0.5,0.8,-1.7,2.3,-3.8,-5.2,-2.0,-1.9,0.0,0.7

# Profiles from above. Order of screens: CDK5 inh	V-ATPase pHluor	dFosB act	Tat transport	RTF Ca sens act	Rtt109 HAT inh	CAL PDZ FP-1	Wnt bcat act	CAL PDZ FP-2	MITF TRPM1 HTS
# Cc1ccc2nc(-c3ccccc3)c(CN3CCN(c4ccccc4F)CC3)n2c1 is listed as -0.7	-0.5	-3.7	13.8	-7.0	0.6	0.9	4.8	-2.3	1.1
# COc1ccc(OCCN2C(=O)NC3(CCc4ccccc4C3)C2=O)cc1 (stereo not given) is listed as 0.6	3.7	-0.3	-2.4	-1.4	-3.9	2.0	4.1	-0.3	-10.3
# CN1C(C)(C)CC(=NOC(=O)c2ccccc2)CC1(C)C is listed as -2.8	-1.6	5.6	-6.3	-9.6	-21.6	61.7*	10.2	-0.4	·
